PrPC surface inh = inhibitors of human cell surface prion protein PrPC; TR-FRET read-out; inhibition, % at 13.8 µM; 370,000 compounds, 0.43% hits; in the data active = inhibition above about 24%; note: 0% = median of the test wells and 100% = reference compound wells
VHR inh abs = DUSP3 (human) phosphatase inhibition. P51452. recombinant VHR phosphatase, pNPP absorbance. inhibition, % at 13.3 µM. 290,000 compounds, 0.52% hits; in the data active = inhibition above about 50%; note: some compounds called inactive have numbers as strong as hits
Target sequence (P51452 whole entry, looked up): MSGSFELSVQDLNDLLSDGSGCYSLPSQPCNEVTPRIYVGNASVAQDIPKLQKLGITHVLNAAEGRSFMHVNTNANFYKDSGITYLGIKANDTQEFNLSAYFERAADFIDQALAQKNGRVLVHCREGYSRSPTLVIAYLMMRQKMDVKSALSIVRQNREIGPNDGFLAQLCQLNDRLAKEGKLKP
SSB-PriA inh = K. pneumoniae PriA-SSBct interaction inhibition | inhibition, % at 33 µM | AlphaScreen SSBct-PriA binding, biotinylated peptide | 430,000 compounds, 0.6% hits; in the data active = inhibition mostly above about 37%, no sharp cut-off; inactive = mostly below about 20%;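 note: plate controls were negative control peptide for no effect and reference peptide for full effect; strong numbers were not always called active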
TcdB GH inh = inhibitors of Clostridioides difficile toxin B glycohydrolase; P18177; TcdB glycohydrolase enzymatic assay, plate reader; inhibition, % at 9.99 µM; 350,000 compounds, 0.24% hits; in the data active = inhibition above about 10%
CCHFV vOTU inh = CCHFV vOTU protease inhibition; inhibition, % at 11.5 µM; AID 651958; 370,000 compounds, 0.55% hits; Pep-AMC fluorescence; in the data active = inhibition above about 30%; note: 0% = vehicle wells with enzyme and 100% = no enzyme wells
MazF activator = activators of E. coli MazEF toxin-antitoxin RNase; P0AE70; FAM/BHQ RNA-DNA oligo cleavage fluorescence, 5 h; activation, % at 20 µM; 350,000 compounds, 0.32% hits; in the data active = activation above about 50%
Target sequence (P0AE70 whole entry, looked up): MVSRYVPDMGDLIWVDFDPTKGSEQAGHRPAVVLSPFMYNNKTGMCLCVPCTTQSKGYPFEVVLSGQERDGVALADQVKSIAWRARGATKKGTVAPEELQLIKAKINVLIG
Vc quorum ag = induces V. cholerae light production without autoinducers. V. cholerae BH1578 lux reporter, luminescence, 6 h. activation, % at 18.7 µM. 350,000 compounds, 0.16% hits. AID 588436; in the data active = activation mostly above about 9.7%, no sharp cut-off; note: not every result past the cut was called active; inactives centre near 0; reference of the scale not given here
Rv3671c protease = inhibitors of M. tuberculosis serine protease Rv3671c. inhibition, % at 5.96 µM. 320,000 compounds, 0.048% hits; in the data active = inhibition above about 38%;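 note: extracellular domain of Rv3671c used as enzyme; 0% = enzyme with DMSO and 100% = no enzyme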
Target sequence (P9WHR9 whole entry, looked up, the tested form may be a part): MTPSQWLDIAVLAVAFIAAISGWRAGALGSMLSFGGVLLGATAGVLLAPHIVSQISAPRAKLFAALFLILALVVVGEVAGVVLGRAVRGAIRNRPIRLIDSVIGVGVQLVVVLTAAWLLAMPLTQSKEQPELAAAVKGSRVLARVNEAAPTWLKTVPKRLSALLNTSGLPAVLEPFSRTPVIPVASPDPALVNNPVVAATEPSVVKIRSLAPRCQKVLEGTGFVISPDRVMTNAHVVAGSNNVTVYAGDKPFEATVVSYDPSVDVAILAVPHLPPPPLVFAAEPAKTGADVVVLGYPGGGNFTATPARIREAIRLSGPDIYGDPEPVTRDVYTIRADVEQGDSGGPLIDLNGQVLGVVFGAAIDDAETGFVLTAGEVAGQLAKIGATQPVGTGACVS
SARS 3CLpro inh = SARS-CoV 3CLpro protease inhibition. inhibition, % at 6 µM. P0C6X7. 290,000 compounds, 0.14% hits. recombinant SARS-CoV 3CLpro, quenched FRET peptide cleavage; in the data active = inhibition above about 12%
Y pestis TopoI = blocks Yersinia pestis topoisomerase I activity | Y. pestis Topo-I cleavage product accumulation, plate reader | activity, % at 10 µM | 360,000 compounds, 0.064% hits | AID 504884; in the data active = activity above about 50%, passing the limit was not always enough; note: inactives centre near 2
An asterisk follows results filed as active; i = inactive; · = no result given. Some of the compounds tested; count on the stated rates, not on these rows.

The opening 13 records (preview)
SMILES | PrPC surface inh | VHR inh abs | SSB-PriA inh | TcdB GH inh | CCHFV vOTU inh | MazF activator | Vc quorum ag | Rv3671c protease | SARS 3CLpro inh | Y pestis TopoI
CC(OC(=O)Cn1cnc2c1c(=O)n(C)c(=O)n2C)C(=O)NC1CCCCC1C (stereo unspecified) | 5 | · | 20 | 2.2 | 12 | 0 | i | 1 | · | -7
COCCn1c(SCC(=O)Nc2cccc(OC)c2)nc2c(oc3ccccc32)c1=O | 11 | 36 | -21 | 0.3 | 19 | -2 | i | -21 | 4 | -1
Cc1c(C)n(CCN(C)C)c2ncnc(NCc3ccccc3)c12 | -7 | · | 13 | 0.6 | -17 | 10 | -1.9 | 8 | -2 | 0
COC(=O)c1sc(NC(=S)NC(=O)c2ccccc2F)nc1C | 17 | 11 | -12 | -2.1 | 0 | -4 | -0.8 | 4 | 0 | 4
CCOC(=O)c1ccc(Oc2nc(NC)nc(SC)n2)cc1 | -2 | 18 | 1 | · | 4 | 8 | i | -7 | -2 | -3
COc1ccc2nc(NC(=O)CSc3nc4ccccc4o3)sc2c1 | 8 | 27 | -20 | · | 16 | -19 | 0.6 | -8 | -2 | -8
Cc1ccc(-c2noc(CCC(=O)NCCN3CCOCC3)n2)cc1 | 4 | 28 | -3 | · | 1 | -4 | i | 2 | 2 | 1
O=C1CSc2ccc(S(=O)(=O)NCc3ccc(Cl)cc3)cc2N1 | 2 | -17 | -17 | 2.9 | 4 | 7 | i | 2 | -1 | 10
CCC(C(=O)N(C(C)C)C(C)C)c1ccccc1 (stereo unspecified) | -2 | · | -12 | -8.5 | 11 | 6 | i | 5 | · | -4
O=C(O)c1cc2cccc(S(=O)(=O)N3CCOCC3)c2cc1O | -1 | 0 | -13 | · | -3 | 10 | -1.0 | -4 | 6 | 5
CC(=O)Nc1cc(N2C(=O)CCC2=O)ccc1Cl | -5 | -2 | -9 | · | -12 | 8 | i | 1 | 1 | 0
Cc1nc2ccccn2c1C(=O)N/N=C/c1ccccc1Cl | 1 | -6 | · | 0.1 | 1 | 6 | i | 3 | -7 | 6
COc1cccc(OC)c1OCCCc1c(C)n[nH]c1C | -1 | 26 | -1 | · | 4 | -3 | -0.3 | -1 | -2 | 0

The list itself (from the top)
SMILES | PrPC surface inh | VHR inh abs | SSB-PriA inh | TcdB GH inh | CCHFV vOTU inh | MazF activator | Vc quorum ag | Rv3671c protease | SARS 3CLpro inh | Y pestis TopoI
CC(OC(=O)Cn1cnc2c1c(=O)n(C)c(=O)n2C)C(=O)NC1CCCCC1C (stereo unspecified) | 5 | · | 20 | 2.2 | 12 | 0 | i | 1 | · | -7
COCCn1c(SCC(=O)Nc2cccc(OC)c2)nc2c(oc3ccccc32)c1=O | 11 | 36 | -21 | 0.3 | 19 | -2 | i | -21 | 4 | -1
Cc1c(C)n(CCN(C)C)c2ncnc(NCc3ccccc3)c12 | -7 | · | 13 | 0.6 | -17 | 10 | -1.9 | 8 | -2 | 0
COC(=O)c1sc(NC(=S)NC(=O)c2ccccc2F)nc1C | 17 | 11 | -12 | -2.1 | 0 | -4 | -0.8 | 4 | 0 | 4
CCOC(=O)c1ccc(Oc2nc(NC)nc(SC)n2)cc1 | -2 | 18 | 1 | · | 4 | 8 | i | -7 | -2 | -3
COc1ccc2nc(NC(=O)CSc3nc4ccccc4o3)sc2c1 | 8 | 27 | -20 | · | 16 | -19 | 0.6 | -8 | -2 | -8
Cc1ccc(-c2noc(CCC(=O)NCCN3CCOCC3)n2)cc1 | 4 | 28 | -3 | · | 1 | -4 | i | 2 | 2 | 1
O=C1CSc2ccc(S(=O)(=O)NCc3ccc(Cl)cc3)cc2N1 | 2 | -17 | -17 | 2.9 | 4 | 7 | i | 2 | -1 | 10
CCC(C(=O)N(C(C)C)C(C)C)c1ccccc1 (stereo unspecified) | -2 | · | -12 | -8.5 | 11 | 6 | i | 5 | · | -4
O=C(O)c1cc2cccc(S(=O)(=O)N3CCOCC3)c2cc1O | -1 | 0 | -13 | · | -3 | 10 | -1.0 | -4 | 6 | 5
CC(=O)Nc1cc(N2C(=O)CCC2=O)ccc1Cl | -5 | -2 | -9 | · | -12 | 8 | i | 1 | 1 | 0
Cc1nc2ccccn2c1C(=O)N/N=C/c1ccccc1Cl | 1 | -6 | · | 0.1 | 1 | 6 | i | 3 | -7 | 6
COc1cccc(OC)c1OCCCc1c(C)n[nH]c1C | -1 | 26 | -1 | · | 4 | -3 | -0.3 | -1 | -2 | 0
Cc1ccc(OCC(=O)NCc2ccccn2)cc1 | 0 | 4 | -8 | · | 3 | -3 | -2.1 | -1 | -4 | -2
O=C(CN1CCC(Cc2ccccc2)CC1)N1CCc2ccccc2C1 | 5 | 13 | -24 | 1.1 | -13 | -6 | -0.4 | 1 | 2 | 16
Cc1ccc(-c2nc3ccccc3[nH]2)cc1NC(=O)c1ccc2c(c1)OCO2 | 0 | 3 | 5 | · | 0 | 10 | i | -23 | 2 | 2
O=C(CSc1nnc(Cc2ccccc2)o1)c1ccccc1 | 1 | -5 | -6 | 0.8 | -1 | -2 | -0.2 | 5 | 4 | 17
COCCCNC(=O)c1cc(C(=O)c2c(-c3c(Cl)cccc3Cl)noc2C)c[nH]1 | 3 | 25 | 1 | · | 9 | 6 | 0.2 | 1 | 1 | 1
O=C1c2sc3nc4ccccc4n3c2C(=O)N1c1ccccc1Cl | 6 | 18 | -15 | · | -5 | -1 | -0.3 | -23 | 1 | -3
CCOC(=O)Cc1ccc(NC(=O)c2ccc([N+](=O)[O-])cc2)cc1 | -16 | 13 | -4 | 2.6 | -12 | -4 | 0.0 | -3 | 3 | -3
Cc1cccc(C(C)C)c1NC(=O)c1cc2ccccc2o1 | -4 | 16 | -8 | 0.8 | 7 | 4 | i | -4 | 3 | -1
Cc1ccc(-c2noc(CCCC(=O)NCC3CCCO3)n2)cc1 (stereo unspecified) | 9 | 22 | 2 | 1.4 | -15 | -1 | -0.3 | -10 | -5 | -3
CCCCOc1ccc(S(=O)(=O)n2c(C)nc3ccccc32)cc1 | 11 | 10 | 1 | 1.3 | -7 | -1 | i | -4 | -8 | 43
CCOC(=O)CCC(=O)NNC(=O)COc1ccc(C(C)C)cc1Br | 0 | 11 | -5 | -2.8 | 2 | -2 | 0.7 | -5 | 1 | 17
CC(Sc1ccccc1)C(=O)NN=C1CCCC1 (stereo unspecified) | 0 | 25 | -5 | 0.6 | -4 | 8 | i | -1 | 4 | 3

(list continues)
SMILES | PrPC surface inh | VHR inh abs | SSB-PriA inh | TcdB GH inh | CCHFV vOTU inh | MazF activator | Vc quorum ag | Rv3671c protease | SARS 3CLpro inh | Y pestis TopoI
Cc1ccc(-c2ncns2)cc1 | -1 | 13 | -3 | -0.8 | -10 | -4 | -0.4 | 7 | 1 | 9
O=C1C2C3c4ccccc4C(c4ccccc43)C2C(=O)N1c1nc(-c2ccccc2)cs1 (stereo unspecified) | 2 | 13 | -12 | · | 1 | -4 | i | -4 | 3 | 6
COC(C[C@H](O)CC(=O)COCc1ccccc1)OC | 5 | 22 | -3 | 2.3 | -5 | 11 | i | · | · | 10
Cc1cc2c(C)c(C)c(=O)[nH]c2cc1N | 5 | 22 | -3 | · | -255 | 6 | -0.3 | -6 | -3 | -12
COc1ccc(CNC(=O)CN2C(=O)C(c3ccccc3)Oc3cccnc32)cc1 (stereo unspecified) | 4 | -10 | -3 | 2.4 | -1 | -3 | 0.2 | 5 | -4 | -6
Cc1ccc(C(=O)O/N=C(\N)c2ccccn2)cc1Cl | 8 | 11 | i | -6.9 | 9 | 15 | -0.2 | 3 | 6 | -5
Cc1ccc2c(c1)nnn2C1CCN(C(=O)NCc2ccccc2)CC1 | 5 | 15 | -10 | -0.3 | 1 | 6 | -0.3 | 2 | 0 | 10
COc1ccc(C)cc1NS(=O)(=O)c1ccc(Br)s1 | -5 | -25 | -40 | 6.4 | -10 | -3 | -0.5 | 3 | 3 | 8
O=C(CN1CCN(c2ccc(F)cc2)CC1)N(C1CCCC1)C1CCS(=O)(=O)C1 (stereo unspecified) | -9 | · | 4 | 0.5 | -4 | 6 | -7.1 | -5 | · | -5
Fc1ccc(C2CC(c3ccco3)n3ncnc3N2)cc1 (stereo unspecified) | 5 | 12 | 3 | 0.5 | -3 | 3 | 0.4 | -15 | -5 | -5
Cc1csc(SC(C)C(=O)NC2CCCCC2C)n1 (stereo unspecified) | -7 | · | -6 | 1.5 | -5 | 4 | i | -4 | · | 9
COc1ccc(CNc2nc3nc4c(c(=O)n3[nH]2)CCC4)cc1 | -4 | 17 | 1 | · | 2 | 3 | -5.0 | 0 | 2 | 5
CCN1CCN(c2nc(-c3ccccc3)nc3ccccc23)CC1 | -6 | 8 | -5 | · | 1 | 2 | -0.6 | 1 | 4 | -2
COc1ccc(CNc2nc(S(=O)(=O)c3ccccc3)c(Cl)s2)cc1OC | 19 | 4 | 8 | -0.2 | 20 | 2 | -1.7 | -2 | -2 | 7
COc1ccc(CNc2ncnc3c2[nH]c2cc(OC)c(OC)cc23)cc1 | 8 | 0 | 32 | -1.0 | -15 | 21 | -0.3 | 16 | 0 | -24
COc1ccccc1/C=N/N1CCN(c2ccc(Cl)cc2)CC1 | 4 | 0 | · | -0.3 | -7 | -12 | -0.3 | -2 | -4 | -4
N#Cc1ccc(C(=O)N2CCN(S(=O)(=O)c3ccc(Br)s3)CC2)cc1 | 0 | 11 | -21 | 1.0 | -7 | 1 | -0.4 | -8 | 2 | 14
CC(SC1=NCCN1S(=O)(=O)c1ccc(F)cc1)c1ccccc1 (stereo unspecified) | 2 | 15 | -40 | 1.6 | 5 | -4 | -1.3 | 3 | 4 | 21
COC(=O)C1=C(C)N(Cc2ccccc2)C(=NCc2ccc(OC)cc2)N[C@H]1c1cccc(F)c1 | -1 | 41 | 1 | 0.0 | 19 | 29 | i | -10 | 2 | 20
Cc1c(/C=N/Nc2nc3ccccc3[nH]2)c2ccccc2n1C | 17 | 4 | i | 0.2 | -1 | 1 | i | 31 | -1 | 10
CCc1ccc(CN2CCCC(CNS(=O)(=O)c3ccc(OC)cc3)C2)cc1 (stereo unspecified) | -4 | 12 | -5 | 0.7 | 8 | -23 | -0.3 | 5 | 1 | 17
CCn1cc(C2C(C(=O)Nc3ccc(Br)cn3)=C(C)NC3=C2C(=O)CCC3)c(C)n1 (stereo unspecified) | -2 | 6 | -9 | · | -47 | -1 | i | -7 | -3 | -1
S=C(NCc1ccccn1)Nc1ccc(Cl)cc1Cl | -2 | 5 | -4 | · | 6 | -2 | 2.8 | -6 | -1 | 3
CCOC(=O)C1=C(C)NC(C)=C(C(=O)OCC)C1C(=O)OCC(=O)NCc1ccccc1 | 3 | · | -29 | 0.5 | -1 | -5 | i | -5 | · | 13
C#CCCc1ccccc1/C=[N+](/C)[O-] | -4 | · | 13 | -0.2 | -2 | 10 | i | -13 | · | 0

Additional compounds follow:
SMILES | PrPC surface inh | VHR inh abs | SSB-PriA inh | TcdB GH inh | CCHFV vOTU inh | MazF activator | Vc quorum ag | Rv3671c protease | SARS 3CLpro inh | Y pestis TopoI
O=P(O)(Cc1ccccc1)Cc1ccccc1 | -5 | -20 | -7 | 1.5 | -4 | 10 | i | 2 | -4 | -6
CN(CC(=O)Nc1ccccc1Cl)C(=O)c1ccc(Cl)c(S(=O)(=O)N2CCCCCC2)c1 | 5 | · | 4 | 1.9 | -1 | 0 | -2.9 | 0 | · | 22
Cc1ccc(NC(=O)c2cccs2)cc1 | -3 | 16 | -8 | -0.1 | -4 | 1 | -3.1 | -2 | -1 | 6
Cc1cccc(NC(=O)Cc2ccc(-c3ccccc3)cc2)n1 | 3 | 32 | -19 | 0.0 | 11 | -26 | i | -3 | 2 | 14
O=C(Nc1ccccc1Cl)O/N=C/c1ccc(F)cc1 | -2 | · | · | 0.9 | -3 | 3 | -0.5 | · | · | 6
CC(=O)Nc1cncc(-c2cnn(CC(C)C)c2)n1 | 7 | · | · | 0.7 | -46 | · | 0.9 | · | · | -2
COC(=O)c1ccccc1NC1OC(=O)c2ccccc21 (stereo unspecified) | -2 | 14 | -1 | 0.5 | 3 | 9 | -0.2 | -4 | -9 | 7

Source: PubChem
